Compound activity as filed in PubChem BioAssay.
CHT inh = inhibitors of human choline transporter CHT | B-score at 10 µM | CHT-expressing cells, membrane potential dye, choline response; active compounds read low | 310,000 tested, 0.86% active;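 active means B-score over 3 SD under the library average, and starting fluorescence ratio not unusually high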;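 further: choline stimulus applied at its EC90 after an EC20 pre-addition; B-score computed on integrated fluorescence ratio after choline addition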
Target sequence (Q9GZV3 whole entry, looked up): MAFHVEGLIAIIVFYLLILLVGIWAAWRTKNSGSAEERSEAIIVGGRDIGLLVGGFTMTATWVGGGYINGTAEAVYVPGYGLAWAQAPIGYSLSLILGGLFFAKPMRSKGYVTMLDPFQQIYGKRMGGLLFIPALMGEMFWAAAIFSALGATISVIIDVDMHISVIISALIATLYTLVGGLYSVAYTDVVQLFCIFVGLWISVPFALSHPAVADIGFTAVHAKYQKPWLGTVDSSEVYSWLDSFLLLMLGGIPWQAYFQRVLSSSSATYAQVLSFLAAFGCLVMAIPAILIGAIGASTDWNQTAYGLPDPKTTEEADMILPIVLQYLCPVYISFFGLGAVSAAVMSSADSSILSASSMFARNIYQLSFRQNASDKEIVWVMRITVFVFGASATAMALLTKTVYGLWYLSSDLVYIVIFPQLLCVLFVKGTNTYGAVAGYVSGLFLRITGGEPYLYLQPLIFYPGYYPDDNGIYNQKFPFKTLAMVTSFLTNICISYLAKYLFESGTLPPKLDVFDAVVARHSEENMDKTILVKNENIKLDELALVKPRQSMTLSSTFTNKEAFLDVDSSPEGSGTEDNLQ
CHT PAM = CHT positive allosteric modulators, primary screen, cell-based, membrane potential dye, choline EC20; High affinity choline transporter 1 (Homo sapiens), Q9GZV3; CHT-expressing cells; active compounds read high; LV-AA mutant CHT in HEK293 cells; B-score at 10 µM; 310,000 tested, 0.49% active;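 active means initial fluorescence not abnormally high and integrated response B-score, plate-corrected, over 3 SD above library mean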
The depositor's hits bear a star; i = inactive.

SMILES | CHT inh | CHT PAM
O=C(COC(=O)c1ccccc1NC(=O)c1ccco1)NCC1CCCCC1 | i | i
COc1cc(Cl)c(C)cc1NC(=O)CCNC(=O)c1ccco1 | i | i
CCc1ccc(N=CC23c4ccccc4C(c4ccccc42)C2C(=O)N(c4ccc(OC)cc4)C(=O)C23)cc1 (stereo not given) | i | i
COc1ccc(NC(=O)COc2ccc(C(=O)OCC(=O)N(C(C)C)C(C)C)cc2OC)cc1 | i | i
COc1ccccc1C(=O)N1CCN(Cc2ccc3c(c2)OCO3)CC1 | i | i
CC1CN(C2=Nc3cccc4cccc2c34)CC(C)O1 (stereo not given) | i | i
Cc1nn(-c2ccc(C(=O)O)cc2)c2c1C(=O)CC(C)(C)C2 | i | i
O=C(c1cccs1)N1CCC(c2nc3c(nnn3Cc3cccc(Cl)c3)c(=O)[nH]2)CC1 | i | i
COc1ccccc1CNC(=O)c1cc(-c2ccccc2C)n(CC2CC(c3cccc([N+](=O)[O-])c3)=NO2)n1 (stereo not given) | i | i
O=C(O)CCNC(=O)/C(=C\C=C\c1ccccc1)NC(=O)c1ccccc1 | i | i
Cc1onc(-c2ccccc2)c1C(=O)NC(=S)NNC(=O)c1ccc(O)cc1O | i | i
C=C[C@@]1(C)CC(=O)[C@]2(O)[C@@]3(C)[C@@H](O)CCC(C)(C)[C@@H]3[C@H](OC(C)=O)[C@H](O)[C@@]2(C)O1 | -8.1* | i
CCc1cccc(C)c1NC(=O)CO/N=C(\C)c1cc2ccccc2o1 | i | i
COc1ccc(N2C(=O)N3[C@H](c4ccc(Br)cc4)[C@@H]4C(=O)N(C(C)(C)C)C(=O)[C@@H]4[C@]3(Cc3ccccc3)C2=O)cc1 | i | i
CCOc1cc(NC(=S)NCC2CCCO2)c(OCC)cc1NC(=O)CC (stereo not given) | i | i
O=c1c2c([N+](=O)[O-])cc([N+](=O)[O-])cc2nc2ccccn12 | i | i
CCCC(=O)Oc1ccc(N(C(=O)CCC)S(=O)(=O)c2cccc([N+](=O)[O-])c2)cc1 | i | i
CCn1c(=O)c([N+](=O)[O-])c(NCc2ccc3c(c2)OCO3)c2ccccc21 | i | i
COc1ccc(CN2CC(=O)N(c3ccc(C)c(C)c3)C2=S)cc1OC | i | i
COc1ccc(-n2ncc3c2CC(C)(C)CC3NC(=O)CCn2nc(C)cc2C)cc1 (stereo not given) | i | i
O=C(/C=C/c1cccnc1)c1ccc(O)cc1 | i | i
O=c1[nH]n(Cc2ccccc2)c(=O)c2ccccc12 | i | i
N#CCCN(Cc1cccnc1)C(=S)Nc1ccc(OC(F)F)cc1 | i | i
CCN1CCN(CCNC(=O)Nc2ccc([N+](=O)[O-])cc2)CC1 | i | i
COc1ccc(CNC(=O)c2onc(C)c2Cl)cc1 | i | i

Remaining list, next part.
SMILES | CHT inh | CHT PAM
COc1ccc(C2CC(c3ccc(OC)c(OC)c3)=NN2C(=O)c2ccccc2)cc1 (stereo not given) | i | i
CN(C)/C=N/c1cc(=O)n(Cc2ccccc2)c(=O)n1C | i | i
COC(=O)c1cc(C#N)c(Oc2ccccc2)nc1C | i | i
COc1cc(C2NC(=O)CCC2[N+](=O)[O-])cc(Br)c1OC (stereo not given) | i | i
COc1cc(-c2nc3cnccn3c2Nc2ccc3c(c2)OCCO3)ccc1O | i | i
CSc1ncccc1C(=O)OCC(=O)c1cccs1 | i | i
COC(=O)CSc1nc(C)c(C(=O)Nc2ccccc2C)c(-c2ccc(Cl)cc2)c1C#N | i | i
CN1C(=O)C(C)(C)c2cc(S(=O)(=O)N3CCCC(C(=O)Nc4ccc(Cl)cc4)C3)ccc21 (stereo not given) | i | i
Cc1ccc(C(=O)C(OC(=O)CNC(=O)c2ccc(Cl)cc2)c2ccccc2)cc1 (stereo not given) | i | i
Cc1ccc(C)c(S(=O)(=O)N2CCN(C(=O)Cc3ccsc3)CC2)c1 | i | i
CCC(=O)N1c2ccccc2-c2nnc(SC)nc2OC1c1ccc(N(C)C)cc1 (stereo not given) | i | i
Cc1cccc(C)c1N(C(=O)c1ccco1)C(C(=O)NC1CCCC1)c1ccncc1 (stereo not given) | i | i
O=C(O)c1cccc(CSc2nnc(-c3ccco3)o2)c1 | i | i
Cc1c2ccccc2nc2c(F)c(NCCO)c(F)c(F)c12 | i | i
O=C(CSc1nc(=O)n(CCCN2CCOCC2)c2c1CCCC2)Nc1cccc([N+](=O)[O-])c1 | i | i
O=C(COc1ccccc1[N+](=O)[O-])N/N=C/c1cccs1 | i | i
Cc1cc(OCC(=O)Nc2ccccc2N2CCCC2)ccc1C(C)C | i | i
CCN(CC)CCCN1C(=O)C(=O)/C(=C(/O)c2ccccc2)C1c1cc(OC)ccc1OC (stereo not given) | i | i
Cc1ccc(SCc2cc(=O)[nH]c(Nc3nc(C)c4cccc(C)c4n3)n2)cc1 | i | i
CC(C)n1cc(NC(=O)c2cc(-c3ccccc3)on2)cn1 | i | i
Nn1c(SC/C=C/c2ccccc2)nnc1-c1ccccn1 | i | i
Cc1c(/C=N/O)c2ccccn2c1C=O | i | i
COc1cc(/C=N/Nc2nc3ccccc3[nH]c2=O)ccc1O | i | i
Cc1cc(Cl)ccc1OCc1cn2cccnc2n1 | i | i
Cc1cccc(N2CCN(C(=O)c3ccc4c(c3)NC(=O)C(CSCc3ccc(F)cc3)N4)CC2C)c1 (stereo not given) | i | i

Later entries.
SMILES | CHT inh | CHT PAM
CCc1cc(=O)oc2cc(OCC(=O)NCCCN3CCCC3=O)c(Cl)cc12 | i | i
Nc1nonc1-n1nnc(C(=O)N/N=C/c2cccc(Cl)c2)c1CSc1ccc(Cl)cc1 | i | i
O=C(Nc1ncn[nH]1)c1ccccc1Br | i | i
CN(CC(=O)Nc1ccc(Cl)cc1)C(=O)c1cccc(S(=O)(=O)N(C)C)c1 | i | i
CCN1C(=O)/C(=C2/C(=O)N3c4c(cc(OC(C)=O)cc42)C(C)=CC3(C)C)SC1=S | i | i
O=C(Nc1ccc(S(=O)(=O)Nc2ccccc2F)cc1)N1CCCCC1 | i | i
COc1ccc(C(=O)Nc2cnc3ccccn3c2=O)cc1 | i | i
COC(=O)c1ccccc1NC=C1C(=O)OC2(CCCCC2)OC1=O | i | i
CC/C(=N\NC(=O)OC)c1ccc(OC(F)F)cc1 | i | i
CC1Cc2cc(/C(O)=C3/C(=O)C(=O)N(CCCn4ccnc4)C3c3cccc([N+](=O)[O-])c3)ccc2O1 (stereo not given) | i | i
O=C1C=C(NCc2ccco2)CC(c2ccc(Cl)cc2)C1 (stereo not given) | i | i
COc1ccc(C(C)(C)C)cc1NC(=O)c1ccoc1C | i | i
O=C(CN1CCC(O)CC1)N1c2ccccc2C=Cc2ccccc21 | i | i
CC(C)[C@H](NC(=O)N1CCn2c1nc1ccccc12)C(=O)NCCc1ccccc1 | i | i
Cc1ccccc1/C=C/C(=O)NCC(=O)N1CCC(N(C)C2CCCCC2C)CC1 (stereo not given) | -13* | i
COC(=O)C1=C(C)N(CCc2ccc(OC)c(OC)c2)C(=O)/C1=C\c1ccc(O)cc1 | i | i
COCCNC(=O)C(c1ccc(C)cc1)N(C(=O)CCC(=O)Nc1ccccn1)c1cccc(C)c1 (stereo not given) | i | i
CCC(C)NS(=O)(=O)c1ccc(S(=O)(=O)Nc2cc3c(cc2C(C)=O)OCO3)cc1 (stereo not given) | i | i
COc1ccc(C)cc1NC(=O)Nc1cccc(C)c1 | i | i
CC(NC(=O)C1CCC(C(=O)NC(C)c2ccccc2)CC1)c1ccccc1 (stereo not given) | i | i
CCc1ccc(/C=C2/SC(=S)N(CCC(=O)Nc3ccc(C(=O)O)cc3)C2=O)cc1 | i | i
O=C(CCNC(=O)N1CCn2c1nc1ccccc12)NCc1ccc(Cl)cc1 | i | i
Nc1nonc1C(=O)NCCNc1ccc([N+](=O)[O-])cc1 | i | i
COC(=O)c1cc2c(cc1Cl)SC(=NCCCN1CCOCC1)NS2(=O)=O | i | i
O=C(CN1C(=O)NC2(CCCc3ccccc32)C1=O)Nc1cc(F)ccc1F (stereo not given) | i | i

Going on with the list.
SMILES | CHT inh | CHT PAM
Cc1ccc(NC(=O)NC(=O)N(C(C)C)S(C)(=O)=O)nc1 | i | i
Nc1[nH]nc2nc(-c3ccccc3)[nH]c(=O)c12 | i | i
O=C(O)c1ccccc1CSc1ccccn1 | i | i
NC(=O)C1CCN(Cc2nc(-c3ccccc3)no2)CC1 | i | i
O=C(COc1ccc(/C=N/NC(=O)CSCc2ccc([N+](=O)[O-])cc2)cc1)NCc1ccco1 | i | i
O=[N+]([O-])c1ccc(-c2csc(N3CCCCCC3)n2)cc1 | i | i
CSCc1cc(N(C)C)nc(SCc2ccc(Cl)cc2Cl)n1 | i | i
Clc1ccc(Sc2cnc3ccccc3n2)cc1 | i | i
CCN1C(=O)N/C(=C/c2ccc(C)o2)C1=O | i | i
Cc1ccc(CCNC(=O)CN(c2ccc(C)cc2)S(=O)(=O)c2c(C)noc2C)cc1 | i | i
CCOc1ccc(OCC(=O)OCC(=O)N(CC(C)C)c2c(N)n(Cc3ccccc3)c(=O)[nH]c2=O)cc1 | i | i
COC(=O)c1ccccc1NC(=O)c1cccc(NC(=O)CSCc2ccccc2)c1C | i | i
CC(=O)c1c(C)[nH]c(C(=O)N2CCN(C(=O)c3ccco3)CC2)c1C | i | i
CCOC(=O)NN1C(=O)c2ccccc2NC1c1cccc(O)c1 (stereo not given) | i | i
Cc1cccc(NC(=O)c2c(C)nn(-c3ccccc3)c2Cl)c1 | i | i
O=C(CN1C(=O)NC(Cc2ccccc2)(Cc2ccccc2)C1=O)NCC1CCCCC1 | i | i
COc1ccc(CCNc2c([N+](=O)[O-])ncn2C)cc1OC | i | i
O=[N+]([O-])c1ccc(Cl)c(/C=N/n2c(-c3cccnc3)n[nH]c2=S)c1 | i | i
O=C1CC(c2ccccc2)NC(=O)N1 (stereo not given) | i | i
Cc1ccc(C)c(S(=O)(=O)N2CCCN(C)CC2)c1 | i | i
N#Cc1nc(-c2ccc(F)cc2)oc1N1CCCCC1 | i | i
Cc1c(-c2ccccc2)n[nH]c1C(=O)NN | i | i
Cc1cnc(CNC(=O)C2CCC(=O)N(CCc3cccc(F)c3)C2)[nH]1 (stereo not given) | i | i
CCCCCCN(C(=O)CCl)c1ccccc1 | i | i
COc1ccc(CCNC(=O)CSc2nnnn2-c2ccccc2)cc1 | i | i

Continued:
SMILES | CHT inh | CHT PAM
COc1ccc(NS(=O)(=O)N2CCOCC2)cc1 | i | i
CC(=O)c1ccc2c3c(cccc13)C(=O)N(CCc1ccccc1)C2=O | i | i
COc1ccc(N(CC(=O)Nc2cc(C)on2)S(=O)(=O)c2cc(C)ccc2C)cc1 | i | i
CC(C)CC(=O)Nc1nnc(SCC(=O)NCC2CCCO2)s1 (stereo not given) | i | i
O=C(CSc1nnc(Nc2ccccc2F)s1)c1cc2ccccc2o1 | i | i
COc1ccc(NC(=O)CN(C)S(=O)(=O)c2ccc3c(c2)NC(=O)CS3)cc1 | i | i
CC(NCC(O)COC1CCC(C(C)(C)C)CC1)c1ccccc1 (stereo not given) | i | i
COc1ccccc1C(=O)NCC(=O)OCc1csc(-c2ccccc2)n1 | i | i
CCCCOc1ccc2ccccc2c1C=O | i | i
Cc1cc(C(=O)C(=O)N(C)C)c(C)n1-c1ccc(Cl)c(Cl)c1 | i | i
CC(=O)Nc1ccc(-c2csc(Nc3ccc(Cl)cn3)n2)cc1 | i | i
O=C(NCc1ccco1)c1ccc(NC(=O)C2COc3ccccc3O2)cc1 (stereo not given) | i | i
CC(C)SCc1cc(N2CCCC2)nc(-c2ccccc2)n1 | i | i
N=C(N)Cc1ccccc1Sc1ccccc1 | i | i
O=C(NC1CCN(Cc2ccccc2)CC1)c1ccccc1Cl | i | i
COc1ccccc1C(=O)NC(C)C(c1cccs1)N1CCOCC1 (stereo not given) | i | i
Cc1ccc(CN2CCS(=O)(=O)CC2)o1 | i | i
COCCCn1c2nc3ccccc3nc2c2c(=O)n(-c3ccccc3OC)cnc21 | i | i
CC1CCCCC1NC(=O)c1ccc(S(=O)(=O)NNC(=O)c2ccncc2)cc1 (stereo not given) | i | i
c1ccc(-c2noc(-c3ccc4c(c3)OCO4)n2)nc1 | i | i
COc1cc(C(=O)Nc2cccc(-c3nncn3C)c2)cc(OC)c1OC | i | i
CCCN1C2CCCC1CC(NC(=O)c1ccccc1Br)C2 (stereo not given) | i | i
Cc1cccc(C(=O)NC2=NCCS2)c1 | i | i
Cc1cc2c(cc1S(=O)(=O)Nc1cccc(F)c1)n(C)c(=O)c(=O)n2C | i | i
CN(C)CCn1c(NC(=O)c2ccc(Cl)cc2)nc2ccccc21 | i | i
Cc1cc(C)nc(SCCC(=O)N(C)C)n1 | i | i
O=C(CN1CCOCC1)NCCC12CC3CC(CC(C3)C1)C2 | i | i
